Assay outcomes as filed in PubChem BioAssay.
IDE act – IDE (human) activation, cell-based; actives 0.073% (n = 340,000); P14735; HEK cells, FAbeta-B cleavage, fluorescence polarization; 0% vehicle, 100% cell-free pure enzyme wells; AID 493087; activation, % at 5.96 µM;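 active = activation above the mean of all tested compounds plus 3 SD, set per screening campaign, cut at about 17% in these data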
p-CIP stab down – p/CIP protein destabilization. Q05BA5. actives 0.01% (n = 290,000). F442A p/CIP-EGFP cells, EGFP fluorescence, 16 h. decrease of EGFP signal, % at 10 µM. AID 1984;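 active = EGFP signal decrease of at least 30% at 10 µM or well 3 SD below plate mean, unless failing retest; inactive = the rest, including hits failing retest or dose response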; note: some compounds called inactive have numbers as strong as hits; many of its hits are not listed in these tables
Target sequence (Q05BA5 1-1403): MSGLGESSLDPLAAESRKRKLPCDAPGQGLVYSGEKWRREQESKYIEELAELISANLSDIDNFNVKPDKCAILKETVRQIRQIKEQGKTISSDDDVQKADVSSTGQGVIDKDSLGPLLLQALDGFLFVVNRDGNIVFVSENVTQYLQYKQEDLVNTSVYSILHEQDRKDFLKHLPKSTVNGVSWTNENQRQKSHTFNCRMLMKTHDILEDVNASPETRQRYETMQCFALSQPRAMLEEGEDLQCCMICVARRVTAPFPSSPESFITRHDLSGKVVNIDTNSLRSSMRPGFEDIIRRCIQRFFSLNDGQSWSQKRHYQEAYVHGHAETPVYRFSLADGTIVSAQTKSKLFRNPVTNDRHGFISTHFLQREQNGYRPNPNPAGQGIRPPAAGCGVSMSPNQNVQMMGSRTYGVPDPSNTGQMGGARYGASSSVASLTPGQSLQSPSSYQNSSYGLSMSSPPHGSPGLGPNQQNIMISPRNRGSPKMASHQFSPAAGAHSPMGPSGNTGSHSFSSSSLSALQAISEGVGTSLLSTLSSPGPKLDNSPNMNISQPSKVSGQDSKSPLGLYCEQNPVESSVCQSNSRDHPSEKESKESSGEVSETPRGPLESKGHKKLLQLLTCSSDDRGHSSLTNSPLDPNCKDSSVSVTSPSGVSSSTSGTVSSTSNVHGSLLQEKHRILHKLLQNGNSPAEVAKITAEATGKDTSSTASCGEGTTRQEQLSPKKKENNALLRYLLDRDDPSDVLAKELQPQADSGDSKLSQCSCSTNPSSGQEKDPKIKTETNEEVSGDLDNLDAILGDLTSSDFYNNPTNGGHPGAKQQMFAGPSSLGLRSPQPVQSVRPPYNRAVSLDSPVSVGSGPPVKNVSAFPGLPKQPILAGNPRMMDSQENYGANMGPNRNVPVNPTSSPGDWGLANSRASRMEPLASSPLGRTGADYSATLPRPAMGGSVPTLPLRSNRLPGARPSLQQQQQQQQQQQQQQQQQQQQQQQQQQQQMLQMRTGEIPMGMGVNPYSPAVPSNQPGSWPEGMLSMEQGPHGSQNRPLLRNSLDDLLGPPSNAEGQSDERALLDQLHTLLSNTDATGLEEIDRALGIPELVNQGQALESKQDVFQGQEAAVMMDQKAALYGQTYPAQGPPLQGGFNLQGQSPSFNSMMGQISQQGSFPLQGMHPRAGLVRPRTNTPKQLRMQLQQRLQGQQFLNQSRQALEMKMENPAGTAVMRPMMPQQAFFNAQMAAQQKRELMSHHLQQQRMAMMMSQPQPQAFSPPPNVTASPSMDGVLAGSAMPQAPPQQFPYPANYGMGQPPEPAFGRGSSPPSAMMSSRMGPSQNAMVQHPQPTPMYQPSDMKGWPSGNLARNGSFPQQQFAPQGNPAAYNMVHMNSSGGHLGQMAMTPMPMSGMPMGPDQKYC
MEKK3 PB1 HTS – raises or lowers MEK5 binding to the human MEKK3 PB1 domain | binding response (% of control), % at 10 µM | Q99759 | actives 1.4% (n = 290,000) | bead-based flow cytometry, Alexa488-MEK5 binding to MEKK3; actives lie on both sides; 0 = blocked by unlabeled MEK5, 100 = vehicle | AID 1529;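 active = binding response more than 3 SD above or below the average of its plate-row segment, actives on both sides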;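 note: Alexa488 bead fluorescence after subtracting the streptavidin-only scavenger bead signal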
FID counter – fluorescent intercalator displacement, NS3 helicase counter-screen. actives 0.17% (n = 290,000). inhibition, % at 7.9 µM. DNA fluorescent intercalator displacement, fluorescence; in the data active = inhibition above about 37%;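 note: 0% = vehicle and 100% = reference compound; higher means more ethidium bromide displaced from hairpin DNA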
HCV NS3 hel inh – inhibitors of Hepatitis C virus NS3 helicase | NS3 helicase DNA unwinding, Cy5 molecular beacon fluorescence | inhibition, % at 10.9 µM | actives 0.56% (n = 290,000);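 active = inhibition above the mean of all tested compounds plus 3 SD, set per campaign, cut at about 35% in these data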;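 note: 0% = DMSO wells and 100% = thioflavine S control wells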
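Control set: DMSO versus 110 µM thioflavine S; Material: NS3 helicase fragment of HCV; Measured by: Cy5 fluorescence at 0 and 60 min, beacon hairpin quenching; Read-out basis: percent inhibition from t60/t0 fluorescence ratio; Times: reaction time 60 min, 25 °C; Repeats: single replicate; Compound dosing: single dose, 10.9 µM nominal final, DMSO 0.8% final.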
IMP-1 inh – blocks Pseudomonas aeruginosa IMP-1 metallo-beta-lactamase. purified IMP-1, nitrocefin hydrolysis, epi-absorbance fluorescence. inhibition, % at 5.6 µM. actives 0.45% (n = 290,000);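 active = inhibition above the mean plus 3 SD of all compounds in the same screening run, cut at about 4.5% in these data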;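 note: 0% = IMP-1 with DMSO and 100% = DMSO wells lacking enzyme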
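Test system: recombinant IMP-1 enzyme, purified / Medium: HEPES buffer pH 7.1 with ZnSO4 and Brij 35 / Doses: single dose, 5.6 µM / Times: 25 °C, 15 min preincubation, 25 min reaction / Detection: Epi-absorbance via hydrolysed-nitrocefin quenching of white-plate fluorescence, 480/530 nm, EDTA stop / Evaluation: percent inhibition from optical density relative to buffer-blank wells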
UBC9 SUMO inh – SUMOylation inhibition | HTRF SUMOylation assay, SAE1/SAE2 + UBC9, in vitro | inhibition, % at 35 µM | actives 0.36% (n = 290,000); in the data active = inhibition above about 50%, passing the limit was not always enough; note: strong numbers were not always called active
PHOSPHO1 block – PHOSPHO1 (human) inhibition | recombinant PHOSPHO1, absorbance phosphatase assay | Q8TCT1 | actives 1.1% (n = 290,000) | inhibition, % at 13.3 µM | AID 1565; in the data active = inhibition above about 60%
VIM-2 inhibitor – inhibitors of Pseudomonas aeruginosa VIM-2 metallo-beta-lactamase; purified VIM-2, nitrocefin hydrolysis, epi-absorbance fluorescence; inhibition, % at 5.6 µM; actives 0.89% (n = 290,000); AID 1527;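 active = inhibition above the mean of all tested compounds plus 3 SD, cutoff set per screening run, cut at about 7.5% in these data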;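 note: red hydrolysis product quenches plate fluorescence so inhibitors raise well fluorescence; 0% = enzyme with DMSO and 100% = DMSO without enzyme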
* marks the source's active call; other numbers are inactive results; . = no result given. These rows are one share of the data. The share of hits here may be higher or lower than overall.

SMILES	IDE act	p-CIP stab down	MEKK3 PB1 HTS	FID counter	HCV NS3 hel inh	IMP-1 inh	UBC9 SUMO inh	PHOSPHO1 block	VIM-2 inhibitor
CC1=NOC(=O)/C1=C/c1ccc(-c2ccc(Cl)cc2)o1	-11	-1	97	-5	12	-3.6	44	9	-0.1
COCC(=O)NCc1ccc2c(c1)OCO2	4	-4	105	-4	4	-1.3	22	-6	-1.2
CCC1(CC)NC(=O)N(CC(=O)OC(C)C(=O)Nc2cc([N+](=O)[O-])ccc2OC)C1=O (stereo not given)	2	5	106	-4	6	1.2	-9	46	1.8
COC(=O)c1cc(OC)c(OC)cc1NC(=O)c1c(-c2ccccc2Cl)noc1C	2	0	102	-5	-9	-0.2	-27	5	-1.7
COc1cc(OC)c(-c2sc(Nc3ccccc3)n[n+]2-c2ccc(F)cc2)cc1OC	6	-9	95	-5	27	0.2	0	-7	1.0
O=C(NCCNC(=O)c1cc(Cl)ccc1Cl)c1ccco1	-1	-11	103	-4	3	-1.6	5	28	0.9
CCc1ccc(C2=NN(CCC(=O)NC3CCCCCC3)C(=O)CC2)cc1	4	-1	101	-48	5	-2.3	-4	38	-2.7
O=C(c1cc2ccccc2o1)N1CCN(c2ccccc2Cl)CC1	2	0	104	-20	-26	-1.3	1	53	0.3
CCC(=O)Nc1ccc(N2CCN(S(C)(=O)=O)CC2)cc1	-2	0	96	0	14	-2.4	-8	8	-2.1
C=C(C)CSc1nnc(CCCCCNC(=O)OC(C)(C)C)o1	1	-7	106	-36	-2	-4.0	11	12	-2.7
CCN(CC)S(=O)(=O)c1ccc2c(c1)nc(SCC(N)=O)n2-c1ccc(OC)cc1	5	-11	98	-34	-9	-1.9	13	6	0.0
CCOc1ccc(C(C(=O)NC2CCCC2)N(CCOC)C(=O)CNC(=O)c2ccco2)cc1 (stereo not given)	3	-12	105	-31	-11	-2.6	2	24	-2.9
COc1ccc(NC(=O)CSc2cc(C)ccc2C)cn1	7	-2	101	-10	-11	-2.3	4	48	-4.9
Cc1nc([N+](=O)[O-])cn1CC(=O)Nc1ccc(F)c(Cl)c1	6	-132	107	2	-4	-3.6	9	.	-0.8
O=C(C1=C(O)C(=O)N(c2ncccn2)C1c1ccc(Cl)cc1)c1ccco1 (stereo not given)	3	-12	107	-6	43*	2.0	6	-14	2.6
COc1cccc(NC(=S)NNC(=O)Cn2nc([N+](=O)[O-])cc2C)c1	11	-8	98	-4	7	-1.3	-17	30	-1.3
O=C(COc1ccccc1)N(Cc1ccccc1)c1nc(-c2ccccc2)cs1	0	-1	106	1	5	-1.6	18	-16	0.1
CC(=O)NNC(=O)c1cc2c3ccccc3n(C)c2s1	4	0	100	4	-2	-2.7	19	37	-0.5
CCCNc1ncnc2sc(C)c(C)c12	-7	-8	108	-4	-6	-0.7	11	7	3.9
O=C(NCCOc1ccccc1)c1ccccc1NC(=O)C1CCCO1 (stereo not given)	5	0	102	-22	5	-2.5	16	20	-1.8
CCOC(=O)c1c(NC(=S)Nc2ccccc2)sc2c1CCN(C)C2	-1	-8	99	16	1	0.1	26	38	0.0
CCC/C(O)=C1\C(=O)CCCC1=NCCc1c(C)[nH]c2ccc(OC)cc12	3	6	102	-23	4	-4.9	18	-12	-2.6
CCOC(=O)c1c(C)[nH]c(C(=O)OCC(=O)N2CC(C)OC(C)C2)c1C (stereo not given)	5	1	97	-21	-3	-1.9	6	-60	-3.3
O=C(COc1ccc2ccccc2c1CN1CCOCC1)N1CCc2ccccc21	3	-11	109	15	-40	-1.4	5	-5	-2.2
O=C1C=C(Nc2ccc(Cl)cc2Cl)CC(c2ccco2)C1 (stereo not given)	-3	6	101	-15	8	-1.6	12	-1	-3.4
CCOc1ccc(CN2C(=O)CC(=O)N(S(=O)(=O)c3ccc(OCC)cc3)C2=O)cc1	-3	-10	93	-29	27	-1.7	14	6	-0.8
O=C(O)c1sccc1SCc1ccc(Cl)c(Cl)c1	3	-4	102	-20	24	-0.3	-8	3	5.7
Cc1ccc(C)c(NC(=S)NCCc2c[nH]c3ccccc23)c1	7	-28	90	-12	13	-4.3	9	30	-5.4
Cc1ccc(-c2nc3ccccc3o2)cc1NC(=S)NC(=O)/C=C/c1ccco1	3	-8	90	-2	9	-1.3	9	-8	-2.1
Cc1cc(OCC(=O)N(C)Cc2ccccc2)cc(C)c1Cl	-2	-6	105	-30	-7	-3.1	13	35	-0.2
CCOC(=O)CSc1nnc(NC(=O)c2cccc(S(=O)(=O)N3CCCC3)c2)s1	4	5	100	-5	20	-1.7	21	35	1.3
CS(=O)(=O)N1CCC(C(=O)Nc2cccc(Br)c2)CC1	0	-2	100	-1	2	-1.0	7	18	-1.7
COc1ccc(N(CC(=O)NCC2CCCO2)C(=O)CCC(=O)Nc2cc(C)on2)cc1OC (stereo not given)	-5	9	102	-10	2	-3.2	-2	17	-2.0
Cc1cc(C)nc(N2CCN(C(=O)CCC(=O)Nc3nnc(CC(C)C)s3)CC2)n1	5	-9	108	-38	-3	-4.5	12	28	-3.0
COc1cc(NC(=O)CN2CCN(c3ccccn3)CC2)cc(OC)c1OC	3	-18	98	-26	-1	-2.1	16	40	-3.5
CCOc1ccc(CCNC(=O)Nc2ccccc2C)cc1OCC	4	-5	95	-30	-6	-2.6	-5	41	-2.7
Cc1ccc2nc(N3CCN(S(=O)(=O)c4ccc(C)c(Cl)c4)CC3)c(C#N)cc2c1	1	-9	104	-2	-8	1.1	27	21	-3.7
S=c1[nH]ncn1-c1ccccn1	1	-5	98	-6	1	-1.0	2	31	-4.6
COc1cc([N+](=O)[O-])cc(/C=N/N(CCC#N)C(C)=O)c1O	-4	-3	102	-1	-3	-2.0	-8	24	-2.9
O=C(CNC(=O)c1ccccc1)OCc1cccc(Br)c1	0	-8	101	-9	6	-2.2	-7	39	-3.1

Another view of some results above.
> CC1=NOC(=O)/C1=C/c1ccc(-c2ccc(Cl)cc2)o1
  IDE act: -11; p-CIP stab down: -1; MEKK3 PB1 HTS: 97; FID counter: -5; HCV NS3 hel inh: 12; IMP-1 inh: -3.6; UBC9 SUMO inh: 44; PHOSPHO1 block: 9; VIM-2 inhibitor: -0.1

> O=C(c1cc2ccccc2o1)N1CCN(c2ccccc2Cl)CC1
  IDE act: 2; p-CIP stab down: 0; MEKK3 PB1 HTS: 104; FID counter: -20; HCV NS3 hel inh: -26; IMP-1 inh: -1.3; UBC9 SUMO inh: 1; PHOSPHO1 block: 53; VIM-2 inhibitor: 0.3

Next results:
SMILES	IDE act	p-CIP stab down	MEKK3 PB1 HTS	FID counter	HCV NS3 hel inh	IMP-1 inh	UBC9 SUMO inh	PHOSPHO1 block	VIM-2 inhibitor
Cc1ccc(OCC(=O)N(C)Cc2ccccc2)c([N+](=O)[O-])n1	1	-2	99	3	6	-1.2	24	1	-2.1
O=C(CCSc1ccccc1)Nc1ccccc1Br	5	-8	90	-7	-7	1.0	3	23	0.7
O=C(NNc1ccccn1)c1ccc(Cl)nc1	-2	-14	103	-1	0	-3.1	-12	0	-0.4
COc1ccc(Cl)c(Cn2c(NCCCN(C)C)nc3c2c(=O)n(C)c(=O)n3C)c1	4	8	100	13	5	-2.2	15	-13	-2.7
N#C/C(=C\c1c(N2CCC(C(N)=O)CC2)nc2ccccn2c1=O)S(=O)(=O)c1ccc(Cl)cc1	2	-11	106	-16	-6	-1.9	-4	23	-0.5
O=S(=O)(N/N=C1/CC(c2ccccc2)Oc2ccccc21)c1ccc(Br)cc1 (stereo not given)	6	-1	77	-7	1	-0.4	-16	6	-3.9
Cc1nc(C(=O)O)nn1-c1ccc([N+](=O)[O-])cc1	2	-8	101	3	3	-2.1	4	34	-1.4
CCOC(=O)CCSc1cc(C)c2ccccc2n1	2	-10	95	-5	3	-0.5	19	-1	0.4
COc1cn(-c2ccccc2)nc1C(=O)NCc1ccccc1	1	-14	103	-21	-5	-2.1	16	6	-0.6
CCSC1=C(C#N)C2(CCCCC2)C(C#N)C(=O)N1 (stereo not given)	4	-2	103	-2	0	-3.7	16	-4	-0.8
CC(C)(C)c1cc(CCC(=O)N2CCCC2)cc(C(C)(C)C)c1O	5	0	104	-43	8	-0.4	-4	25	-1.5
CCN(CC(=O)Nc1ccc(NC(C)=O)cc1)C(=O)c1c(-c2c(F)cccc2Cl)noc1C	3	-20	101	-29	7	-4.0	-6	15	-6.6
CCOC(=O)c1sc2nc(C)nc(NC3CCC(O)CC3)c2c1C (stereo not given)	5	-13	96	-10	1	-1.3	12	35	23*
O=C(NCC(=O)N(c1cnc2ccccc2c1)C(C(=O)NC1CCCC1)c1ccncc1)c1ccco1 (stereo not given)	0	-1	.	-22	-2	-2.2	10	-17	-4.9
OC1CCCN(CC(O)c2ccccc2)C1 (stereo not given)	-3	9	102	1	5	-1.8	14	-3	-2.6
COc1ccc(CCN2C(=O)CC(NNc3ccc([N+](=O)[O-])cc3)C2=O)cc1OC (stereo not given)	-3	-8	101	-3	5	-4.8	-9	-11	-5.3
CC(=O)Nc1ccc(S(=O)(=O)N2CCC3(CC2)OCCO3)cc1	2	0	101	-3	0	-3.3	-1	10	-2.2
CC(=O)C1=C(O)C(=O)N(C)C1c1ccccc1F (stereo not given)	6	-3	107	4	6	-3.0	28	-6	0.6

Molecules listed so far with a furan ring, fused or not:
SMILES	IDE act	p-CIP stab down	MEKK3 PB1 HTS	FID counter	HCV NS3 hel inh	IMP-1 inh	UBC9 SUMO inh	PHOSPHO1 block	VIM-2 inhibitor
CC1=NOC(=O)/C1=C/c1ccc(-c2ccc(Cl)cc2)o1	-11	-1	97	-5	12	-3.6	44	9	-0.1
O=C(NCCNC(=O)c1cc(Cl)ccc1Cl)c1ccco1	-1	-11	103	-4	3	-1.6	5	28	0.9
O=C(c1cc2ccccc2o1)N1CCN(c2ccccc2Cl)CC1	2	0	104	-20	-26	-1.3	1	53	0.3
CCOc1ccc(C(C(=O)NC2CCCC2)N(CCOC)C(=O)CNC(=O)c2ccco2)cc1 (stereo not given)	3	-12	105	-31	-11	-2.6	2	24	-2.9
O=C(C1=C(O)C(=O)N(c2ncccn2)C1c1ccc(Cl)cc1)c1ccco1 (stereo not given)	3	-12	107	-6	43*	2.0	6	-14	2.6
O=C1C=C(Nc2ccc(Cl)cc2Cl)CC(c2ccco2)C1 (stereo not given)	-3	6	101	-15	8	-1.6	12	-1	-3.4
Cc1ccc(-c2nc3ccccc3o2)cc1NC(=S)NC(=O)/C=C/c1ccco1	3	-8	90	-2	9	-1.3	9	-8	-2.1
O=C(NCC(=O)N(c1cnc2ccccc2c1)C(C(=O)NC1CCCC1)c1ccncc1)c1ccco1 (stereo not given)	0	-1	.	-22	-2	-2.2	10	-17	-4.9
